# Tau fibril FP = qHTS for Inhibitors of Tau Fibril Formation, Fluorescence Polarization; K18 P301L tau heparin fibrillization, Alexa594 FP, 6 h; Potency, µM (highest dose often 57.7 µM), inactives show at the top dose activity, negative = inhibition, actives largely listed as inhibitors; 280,000 tested, 0.39% active; further: nearly all actives have a fitted effect of over 55% in size
# Target sequence (P10636 561-689 P618L limits assumed): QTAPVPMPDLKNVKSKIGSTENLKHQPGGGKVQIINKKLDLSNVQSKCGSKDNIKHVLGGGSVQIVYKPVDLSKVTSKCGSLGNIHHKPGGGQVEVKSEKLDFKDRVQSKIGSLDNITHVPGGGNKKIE
#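 Compound effects on tau fibrillization are measured by Alexa 594 fluorescence polarization (ex 555, em 632 nm). K18 P301L tau is used at 15 uM with 0.24 uM labeled tracer, and 20 uM heparin induces aggregation over 6 hr at 37 C.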
# Tau ThT inhib = qHTS for Inhibitors of Tau Fibril Formation, Thioflavin T Binding; Microtubule-associated protein tau (Homo sapiens), P10636; recombinant tau K18 P301L, heparin-induced fibrillization, ThT fluorescence; Potency, µM (doses to about 57.4 µM), for inactives: at the highest dose activity, negative = inhibition, most hits filed as inhibitors; 270,000 tested, 2.1% active; AID 1460, 2008; further: nearly all actives have a fitted effect of over 55% in size
#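 Fibril formation assay: tau K18 P301L at 15 uM with trace Alexa 594 label, heparin inducer 20 uM, pH 7 sodium acetate buffer, 37 C for 6 hr; endpoint ThT signal.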
# Tau fluor cs = Counterscreen qHTS for Inhibitors of Tau Fibril Formation, Fluorescence Polarization; 280,000 tested, 0.93% active; tau K18 P301L Alexa594 fluorescence, heparin fibrillization; Potency, µM (doses to about 57.7 µM), without a hit: at the highest dose activity change, negative = decrease; further: nearly all actives have a fitted effect of over 55% in size
#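 Human tau K18 P301L (15 uM unlabeled, 0.24 uM Alexa 594-labeled) in 100 mM sodium acetate pH 7 with 20 uM heparin, 6 hr at 37 C. ThT 30 uM added, 1 hr ambient; Alexa 594 FP and total fluorescence read at 555/632 nm.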
# Active calls of the source: *; ? = inconclusive; [ ] = another dose, or the depositor's remark. The call rests on the fitted dose curve; in most records, active means well fitted curve in the direction sought with a large enough effect; inconclusive means small, poorly fitted or top-dose-only effect, or another doubt; inactive means no such curve, though single readings can be large; an effect the other way counts as inactive or inconclusive. On the % scale 0 is the no-effect control and ±100 the full control effect; potency means the concentration at half of the fitted maximal effect.
# Sample of the layout:
# Each structure is followed by: Tau fibril FP | Tau ThT inhib | Tau fluor cs
O=c1oc2c(CN3CCOCC3)c(O)ccc2cc1-c1ccc(Cl)cc1
→ ? | -13% | -28%
COc1cccc(CNC(=O)c2ccc3c(c2)nc2n3CCC(C)C2)c1 (stereo not drawn)
→ 0% | -7% | -4%

# Main list, repeating the preview:
# Each structure is followed by: Tau fibril FP | Tau ThT inhib | Tau fluor cs
O=c1oc2c(CN3CCOCC3)c(O)ccc2cc1-c1ccc(Cl)cc1
→ ? | -13% | -28%
COc1cccc(CNC(=O)c2ccc3c(c2)nc2n3CCC(C)C2)c1 (stereo not drawn)
→ 0% | -7% | -4%
CCCSCCCNC(=O)c1ccc2c(c1)nc1n2CCCCC1
→ -1% | -6% | -1%
CCc1ccccc1N(CC)C(=O)c1c(C)oc2ncnc(N3CCOCC3)c12
→ -5% | -3% | -3%
Cc1ccccc1Cn1c(CN2CCC(C(=O)NCc3cccnc3)CC2)cc2ccccc21
→ -1% | -11% | -12%
COc1ccc(C(C)=O)cc1CSc1nc(Nc2ccc(F)c(F)c2)c2ccccc2n1
→ 1% | 8% | -14%
CCOC(=O)c1c(S(=O)(=O)N2CCCC(C(=O)N3CCN(c4cccc(C)c4C)CC3)C2)c(C)n(C)c1C (stereo not drawn)
→ 11% | ? | -13%
CC(=O)OCc1cnc(C)c2oc(=O)c(C(=O)Nc3ccc(C)cc3Cl)cc12
→ -2% | 3% | 0%
Cc1cc(C)c(NC(=O)c2ncoc2-c2ccco2)c(C)c1
→ 2% | -10% | 0%
COc1ccc(-n2ccnc2SCC(=O)Nc2cccc(OC)c2)cc1
→ -8% | 0% | -5%
COc1ccccc1C(=O)Nc1ccc(C(=O)OCc2cc(=O)n3c4c(sc3n2)CCCC4)cc1
→ -3% | 13% | -3%
COc1ccc(Cn2c(C(=O)O)c(CNC3CCCC3)c3ccc(C)cc32)cc1
→ 4% | 4% | -5%
COc1ccc(-c2cccc(NS(=O)(=O)c3cccs3)c2)nn1
→ 3% | 9% | 7%
CCC(=O)N1c2ccccc2CC1C(=O)NCCCN1CCN(c2ccc(OC)cc2)CC1 (stereo not drawn)
→ -1% | -16% | -19%
Cc1ccc(NS(=O)(=O)c2ccc(-c3cc(C)no3)cc2)c(Br)c1
→ 1% | -4% | -24%
O=C(Nc1ccc2c(c1)N(C1CCCC1)C(=O)c1ccccc1S2)c1ccc(F)cc1
→ -18% | 7% | -19%
Cc1ccnc(NS(=O)(=O)c2cc(-c3cc(C)no3)ccc2C)c1
→ -2% | -5% | -2%
Cc1ccc2nc(CSc3nnc(NC(=O)COc4ccccc4)s3)cc(=O)n2c1
→ -11% | ? | -8%
CC(CNC(=O)Cc1ccc(NC(=O)N2CCSc3ncccc32)cc1)c1ccccc1 (stereo not drawn)
→ -7% | -3% | -8%
CCc1ccc(-n2nc(C)c3c(C(=O)Nc4cc(OC)cc(OC)c4)cc(C)nc32)cc1
→ ? | -18% | ?
CC(=O)c1ccc(NS(=O)(=O)c2ccc(-n3cccn3)cc2)cc1
→ -5% | 6% | -3%
COc1cc(OC)cc(C(=O)N2CCC(c3ccncc3)CC2)c1
→ 0% | 4% | 0%
CCc1ccc(NC(=O)NCCc2c(C)nn(C)c2C)cc1
→ 5% | -7% | 0%
COc1ccc(C)cc1NS(=O)(=O)c1cnc(N)nc1
→ 4% | 2% | -2%
CCCCOC(=O)c1ccc(NC(=O)C2(c3cccs3)CCOCC2)cc1
→ -14% | -8% | ?
CCOC(=O)C1CCC(CN(Cc2ccc(OC)cc2)S(=O)(=O)c2ccc(F)c(C(=O)Nc3ccc(C)c(C)c3)c2)CC1 (stereo not drawn)
→ -5% | -14% | -21%
CCCc1cnc2c(c1SCC(=O)Nc1ccc([N+](=O)[O-])cc1)c(=O)n(C)c(=O)n2C
→ -9% | -14% | -13%
Cc1ccc(CNc2ccc3cc(S(=O)(=O)N4CCCCC4)ccc3n2)cc1
→ -12% | 5% | ?
Cc1nc2cccnc2n1-c1cccc(C(=O)NCCc2ccc(S(N)(=O)=O)cc2)c1
→ 7% | 10% | 2%
COc1cc(Cl)c(C)cc1NC(=O)c1cnc(N2CCCCC2)c2ccccc12
→ -2% | -2% | -1%
CCOc1ccccc1NC(=O)c1cc2c(=O)oc3ccccc3c2s1
→ -8% | 1% | -4%
O=C(Nc1ccccc1OCc1cc(=O)n2ccccc2n1)c1cccc(Br)c1
→ -4% | -6% | 1%
CCOC(=O)c1cc(C)n(CC2CCC(C(=O)Nc3ccc(C(C)=O)cc3)CC2)c1C (stereo not drawn)
→ -1% | 14% | -23%
CC(C)CCn1c(SCc2ccc(F)cc2Cl)nc2ccsc2c1=O
→ -5% | 10% | -3%
O=C(c1cnc(N2CCOCC2)c2ccccc12)N1CCN(c2ccc(F)cc2)CC1
→ -4% | -7% | -12%
CCc1ccc(NC(=O)CCn2cnc3ccccc3c2=O)cc1
→ -12% | -4% | -11%
O=C1CCCc2cc(S(=O)(=O)NCC3CCC(C(=O)Nc4ccc(Cl)cc4)CC3)ccc2N1 (stereo not drawn)
→ -16% | -7% | -18%
O=C(Nc1ccc(F)cc1)c1ccc(Cn2nc(N3CCN(c4ccccc4)CC3)ccc2=O)o1
→ -3% | ? | ?
Cc1ccccc1OCC(=O)Nc1cc(-c2cccc(Br)c2)nn1-c1ccccc1
→ -8% | -1% | -4%
COc1cccc(-c2nc(SCc3cc(=O)c4ccc(C)c(C)c4[nH]3)n[nH]2)c1
→ 5% | -14% | -16%
N#Cc1ccccc1NC(=O)C(=O)NCCc1csc(-c2ccc(F)cc2)n1
→ -8% | 0% | -8%
CCCCC(=O)N1CCc2cc(OC)c(OC)cc2C1COc1ccc(C(=O)OCC)cc1 (stereo not drawn)
→ ? | -18% | -9%
CCC(=O)N1CCc2cc(CNS(=O)(=O)c3ccc(Cl)s3)ccc21
→ 2% | -15% | -8%
O=C(Nc1cnc(N2CCN(c3ccccc3)CC2)c(C(=O)O)c1)c1cccs1
→ -4% | ? | -3%
COc1ccc(-c2nc3n(n2)C(c2ccccc2)C(C(=O)Nc2cccnc2)=C(C)N3)cc1 (stereo not drawn)
→ -10% | -4% | -17%
CCOC(=O)c1[nH]c(C)c(CCC(=O)NC(C)c2ccccc2)c1C (stereo not drawn)
→ 0% | 4% | 9%
COc1ccccc1Cc1nc2ccccc2nc1SCC(=O)NCc1ccc(C)cc1
→ -3% | 1% | -2%
COc1cccc(Cc2nc3ccccc3nc2SCC(=O)Nc2cc(OC)ccc2OC)c1
→ -6% | -4% | -24%
Cc1cc(C)c(Nc2ncnc3c2cnn3C)c(C)c1
→ -5% | -1% | -7%
CCc1ccc2nc(N3CCN(C(=O)c4ccccc4)CC3)sc2c1
→ -6% | ? | -6%
Cc1ccccc1NC(=O)C1CCN(S(=O)(=O)c2ccccc2)CC1
→ 7% | 8% | 10%
CCCN(CCC)c1nn2c(=O)c(C(=O)NCc3cc(Br)ccc3OC)cnc2s1
→ 3% | -3% | -3%
CCc1ccc(NCc2cc3cc4c(cc3n(CC(=O)Nc3ccccc3Cl)c2=O)OCO4)cc1
→ ? | -9% | ?
Cc1nc2nc(SCC(=O)NCCc3ccc(Cl)cc3)nn2c(C)c1Cc1c(F)cccc1Cl
→ 17% | -17% | -10%
COc1ccc(CNC(=O)CN2C(=O)CCn3nc(-c4cn(C)c5ccccc45)cc32)cc1
→ 9% | ? | ?
COc1ccccc1N1CCN(C(=O)Cn2c(=O)n3nc(-c4cccc(F)c4)nc3c3ccccc32)CC1
→ -2% | -1% | 5%
COc1ccc(Cn2c(=O)n(-c3ccc(C)cc3)c(=O)c3c2c2cc(C)ccc2n3C)cc1
→ -2% | -2% | -1%
Cc1ccc(CNC(=O)CCCCCn2c(=O)[nH]c3ccccc3c2=O)cc1
→ -4% | 6% | 4%
Cc1cc(C(=O)Nc2c(C)nc3ccccn3c2=O)ccc1[N+](=O)[O-]
→ -6% | -11% | -4%
Cc1ccc(Cc2nc3ccccc3nc2SCC(=O)NCc2ccc(F)cc2)cc1
→ -9% | 2% | -6%

# Next part.
# Each structure is followed by: Tau fibril FP | Tau ThT inhib | Tau fluor cs
COc1ccc(-n2c(=O)c3c(c4cc(OC)ccc4n3C)n(CC(=O)N3CCCC3)c2=O)cc1
→ -6% | -4% | -8%
COc1ccc(C2=C(C)C(=O)N(Cc3ccc(C(=O)NCc4ccccc4C)cc3)S2(=O)=O)cc1
→ -4% | 1% | -20%
Cc1ccc(-n2ncc(C(=O)N3CCN(c4cc(Cl)ccc4C)CC3)c2C2CCN(C(=O)OC(C)(C)C)CC2)cc1
→ -7% | -9% | -1%
COCCn1c(C)cc(O)c(C(c2ccc(F)cc2)N2CCC(C)CC2)c1=O (stereo not drawn)
→ -2% | ? | -4%
CCc1cccc(NC(=O)CSc2ncc3c(n2)-c2cc(Cl)ccc2N(C)S3(=O)=O)c1
→ ? | 11% | -23%
COc1ccc(-c2noc(C3CC(=O)N(c4ccc(C)c(F)c4)C3)n2)c(OC)c1 (stereo not drawn)
→ 9% | ? | -14%
COc1cc2c(cc1OC)C(COc1cccc(C(F)(F)F)c1)N(C(=O)c1ccc(S(=O)(=O)N3CCCC3)cc1)CC2 (stereo not drawn)
→ -6% | -4% | -8%
COc1ccccc1N1CCN(S(=O)(=O)CCNC(=O)COc2ccccc2F)CC1
→ 5% | -4% | -3%
CCCN1CCN(CCCNC(=O)c2c(C)nn(-c3ccc(F)cc3)c2-n2cccc2)CC1
→ -1% | 2% | -1%
Cc1c(Cl)cccc1NC(=O)CCS(=O)(=O)c1ccc2c(c1)oc(=O)n2C
→ -9% | -3% | -9%
Cc1cccc(N2CCN(C(=O)CCNS(=O)(=O)c3ccc4c(c3)CCN4C(=O)C3CC3)CC2)c1C
→ 8% | ? | -16%
Cc1ccc(CNc2ncnc3onc(-c4ccc(F)cc4)c23)cc1
→ -3% | 2% | -13%
CCOc1ccc(-n2ccnc2SCC(=O)Nc2cccc3ccccc23)cc1
→ -6% | -8% | -12%
COc1cc(OC)c(NC(=O)Nc2cccc(OCc3cc(=O)n4ccccc4n3)c2)cc1Cl
→ 8% | ? | 6.3µM*[quencher]
Cc1ccccc1C(=O)NNc1ncnc2c1cnn2-c1cccc(Cl)c1
→ -9% | -10% | -29%
O=C(NC1CC(=O)N(c2ccc(F)cc2)C1)C(c1ccccc1)c1ccccc1 (stereo not drawn)
→ ? | 3% | -20%
Cc1nn(-c2ccccc2)c2c1N(CCCC(=O)NCc1ccc(N(C)C)cc1)C(=O)CS2
→ 8% | ? | -16%
O=c1n(Cc2ccc(F)cc2Cl)c2ccccc2c2nc(-c3ccccc3)nn12
→ -3% | 10% | 2%
COc1ccc(CNC(=O)c2ccc3nc(C(C)C)oc3c2)cc1OC
→ -6% | 6% | 6%
COc1ccccc1CNS(=O)(=O)c1cc(C(=O)Nc2cccc(C(F)(F)F)c2)ccc1F
→ ? | 2% | ?
COCC(C)Nc1ncnc2c1cnn2-c1cccc(Cl)c1 (stereo not drawn)
→ -6% | -1% | -4%
Cc1ccc2nc(NC(=O)CSc3nccn3Cc3ccc(F)cc3)sc2c1
→ -1% | 0% | -29%
Cc1ccc2c(c1)N(S(=O)(=O)c1cc(-c3onc(C)c3C)ccc1C)CCO2
→ -12% | -3% | ?
COc1ccc(CCNC(=O)c2cc3n(n2)CCCN(Cc2ccc(C)cc2)C3=O)cc1OC
→ -3% | -8% | -2%
Cc1ccc(C(=O)NCC(c2ccc3c(c2)OCO3)N2CCN(C)CC2)cc1C (stereo not drawn)
→ -13% | -6% | -6%
CCOc1ccc(CNC(=O)CCc2c(C)nn(-c3ccc(N4CCOCC4)nn3)c2C)cc1
→ 6% | 2% | 11%
O=C(Nc1ccc(C(=O)OCc2cc(=O)n3c4c(sc3n2)CCCC4)cc1)c1ccccc1
→ -16% | ? | -23%
Cc1ccc(Cl)cc1N1CCN(C(=O)c2cc(S(=O)(=O)N3CCCCC3)cn2C)CC1
→ -11% | -8% | -5%
Cc1cccc(-c2nc3c4ccccc4n(CC(=O)Nc4cc(F)ccc4F)c(=O)n3n2)c1
→ 1% | 6% | -1%
Cc1ccc(-c2nc3c4ccccc4n(CC(=O)N4CCN(c5ccc(F)cc5)CC4)c(=O)n3n2)cc1
→ -10% | -7% | 1%

# An excerpt of these results, tab-delimited:
structure	Tau fibril FP	Tau ThT inhib	Tau fluor cs
CC(=O)OCc1cnc(C)c2oc(=O)c(C(=O)Nc3ccc(C)cc3Cl)cc12	-2%	3%	0%
Cc1cc(C)c(NC(=O)c2ncoc2-c2ccco2)c(C)c1	2%	-10%	0%
COc1ccc(-n2ccnc2SCC(=O)Nc2cccc(OC)c2)cc1	-8%	0%	-5%
COc1ccccc1C(=O)Nc1ccc(C(=O)OCc2cc(=O)n3c4c(sc3n2)CCCC4)cc1	-3%	13%	-3%

# A portion of the library; the hit share may differ from the screen's.
